Source: PubChem BioAssay
H9c2 TAG inh: inhibitors of triacylglycerol accumulation, primary screen, cell-based, uHTS, fluorescence, H9c2. AID 651582, 2012. inhibition, % at 12.5 µM. 0.66% of 230,000 active. H9c2 cells, Nile Red lipid (TAG) fluorescence; cells loaded with 200 µM oleic acid;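 active means pattern-corrected inhibition of lipid staining of at least 50% with the nuclear-stain viability signal not falling by more than 50%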;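 further: 0% = DMSO wells and 100% = triacsin C control wells; some results filed as inactive read as strong as hits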
H9c2 TAG inh DAPI viability: further read-out of H9c2 TAG inh, marked with its call; DAPI nuclei signal change (viability), lower = more cytotoxic, %;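 whole-well DAPI fluorescence read on a plate reader as a viability signal; minus 50 percent equals half of cells still viable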
Active calls of the source: *. An excerpt. The share of hits here may be higher or lower than overall.

Structure,H9c2 TAG inh DAPI viability,H9c2 TAG inh
CC1(C)Cc2[nH]c(=S)c(C#N)cc2CO1,9.9,-12.9
CC1CCCN(C(=O)c2cc3ccccc3cc2O)C1 (configuration not stated),-4.1,-15.4
O=C1CC(c2nc3ccccc3[nH]2)CN1Cc1ccccc1 (configuration not stated),-3.7,-2.9
CCn1c(SCC(=O)c2ccc(O)c(O)c2)nnc1-c1ccc(C)cc1,-1.6,5.4
Cn1c(Oc2ccc3c(c2)OCO3)nc2c1c(=O)n(Cc1ccccc1)c(=O)n2C,-3.9,-35.6
CCC(CO)Oc1cc(NC(=O)c2cccc([N+](=O)[O-])c2)c2ncn(C(C)C)c2c1 (configuration not stated),5.5,-9.9
COc1ccccc1NC(=O)c1ccc2c(c1)CCN2S(C)(=O)=O,-0.2,-0.6
COc1cc(C(=O)N2CCN(c3ccccc3)CC2)c([N+](=O)[O-])cc1OC,-5.0,1.8
Cc1cc(F)ccc1S(=O)(=O)N1CCCOC1CNC(=O)C(=O)NCCCN1CCOCC1 (configuration not stated),-3.1,6.5
Cc1cc(C(=O)OCC(=O)c2cccs2)c2ccccc2n1,-3.5,1.7
Nc1nc(Cl)nc2c1ncn2[C@@H]1O[C@H](CO)[C@@H](O)[C@H]1O,-2.5,16.4
Cc1cc(Nc2ccc(F)c(Cl)c2)n2ncnc2n1,3.4,1.9
Nc1nnc(Sc2ncccc2[N+](=O)[O-])s1,-9.8,-0.3
COc1ccc(C)cc1S(=O)(=O)N(C)CC(=O)NC1CCCCC1,-4.2,1.1
COc1ccc2nc(NC(=O)C3CCCN(S(=O)(=O)c4c(C)noc4C)C3)sc2c1 (configuration not stated),-7.7,45.8
CC1(C)CN(c2ccccc2)C(=O)[C@H]1CC(=O)Nc1ccccc1,5.4,0.4
COc1cc(/C=N/N=C(/N)c2nonc2N)cc(Br)c1OCc1cccc(C)c1,5.3,-18.8
CCn1cc([N+](=O)[O-])c(C(=O)Nc2cc(C)on2)n1,3.3,11.8
CN(C)CCNC(=O)c1cc2ccccc2oc1=O,-14.5,-0.6
CC(C)Cc1cc(C(=O)Nc2sc3c(c2C#N)CCCC3)no1,-7.5,15.6
O=C(NCCSCc1ccc(Cl)cc1Cl)c1ccc(CN2CCOCC2)cc1,8.5,-32.1
Cc1ccc(CNC(=O)CSc2ncccn2)cc1,3.4,-10.1
COc1ccc(S(=O)(=O)N2CC3CCCN3c3ccc(C(F)(F)F)cc32)cc1 (configuration not stated),-6.3,35.4
CCOC(=O)/C(=C(/C)N)C1CC(=O)NC1=O (configuration not stated),-0.3,10.6
CCOC(=O)c1c(C)oc2c1c(CN1CCN(CCO)CC1)c(O)c1ccccc12,-3.8,8.0
COc1ccc(Nc2nc(N3CCCCC3)c3ccccc3n2)cc1,21.5,-9.0
O=C(/C=C/c1ccccc1)CC(=O)c1ccccc1O,1.5,0.4
CCN(CC(=O)Nc1ccc(OC)cc1)C(=O)c1ccc2[nH]c3c(c2c1)CC(C)CC3 (configuration not stated),-0.4,19.7
CCCOc1ccc(C(=O)Nc2ccccc2[N+](=O)[O-])cc1,-12.2,-9.3
Cc1ccc(C)c(SCC(=O)Nc2cc(S(=O)(=O)N3CCOCC3)ccc2C)c1,-0.8,0.3
CCn1c(SCC(=O)OC(C)C)nnc1-c1ccccc1,-8.4,-4.2
Cc1ccc(C(=O)N/C(=C\c2ccc(-c3ccc(Br)cc3)o2)C(=O)NCCCN(C)C)cc1,85.6,33.1
CCc1c(C)nc(N)n2c(SCC(=O)Nc3ccccc3)nnc12,-2.4,-3.9
Cc1cc(NC(=O)CCSc2ccc(Cl)cc2)no1,0.8,7.4
COC(=O)C1=C(C)N(Cc2ccccc2)C(=NCCCOC(C)C)N[C@H]1c1ccccc1,2.6,9.2
S=c1[nH]nc(-c2n[nH]c3c2CCC3)n1/N=C/C=C/c1ccco1,5.2,-13.0
O=C1NC2(CCCCC2)C(=O)N1CC(=O)N1CCc2ccccc21,-1.9,-3.1
COc1ccc(NC(=O)C(c2ccccc2)N2CCN(c3ccccn3)CC2)cc1Cl (configuration not stated),-4.8,0.7
COC(=O)c1ccc(CSc2nc3ccccc3o2)cc1,-31.4,34.7
C=C1CCN([C@@H](CC(C)C)C(=O)NCc2ccc(OC)cc2)S(=O)(=O)c2ccccc21,1.1,6.3
COCCOC(=O)c1c(C)nc(SCC(=O)Nc2cccc3ccccc23)c(C#N)c1-c1ccco1,-9.2,11.6
CCn1ccc(=N)cc1,4.7,-10.9
O=C(C[N+]1(CC#Cc2ccccc2)CCOCC1)c1ccc(Cl)cc1,4.0,-2.3
CCOC(=O)c1nn(-c2ccccc2)c(=O)cc1OCC(=O)Nc1cc(C)ccc1C,0.2,7.3
Cc1ccnc(NC(=O)c2ccc(COc3c(F)c(F)cc(F)c3F)o2)c1,-4.3,-6.2
CN(C)c1cccc2c1c(NC(=O)c1ccc(Cl)cc1)nn2C,-11.2,-7.6
Cc1cccc(CN2CCCC(C(=O)c3ccc4c5c(cccc35)CC4)C2)n1 (configuration not stated),52.4,-3.1
CCOC(=O)C1CCN(C(=O)Nc2ccc(Cl)cc2)CC1,7.5,-15.1
O=C(NCCN1CCN(Cc2ccccc2)CC1)C1c2ccccc2C(=O)N2CCc3ccccc3C12 (configuration not stated),-14.7,13.3
O=C(Cc1ccccc1F)Nc1cc(S(=O)(=O)N2CCOCC2)ccc1N1CCCC1,-3.6,6.7
CN1CCN(c2ccc(-c3cccc4nccn34)cn2)CC1,170.5,3.0
COc1ccc(CCN2C(=NC(C)=O)SC3CS(=O)(=O)CC32)cc1OC (configuration not stated),1.1,-3.2
COc1ccc2c(C)c(C)c(=O)oc2c1OC,13.7,0.1
COC(=O)[C@@]1(Cc2ccccc2)[C@@H]2C(=CC(=O)[C@H]2CC(=O)C(=O)N(C)C)CN1C(=O)c1ccccc1,-21.2,25.5
COc1ccc(C2(CNC(=O)/C=C\c3ccco3)CCCC2)cc1OC,8.7,11.9
CCN(C[C@H]1N[C@@](C)(C(=O)OC)[C@H]2C(=O)N(C)C(=O)[C@@H]12)C(=O)Nc1ccc(C(F)(F)F)cc1,-9.7,13.9
CCCC1=C(C(=O)OCC)C(c2ccco2)C(C#N)=C(N)O1 (configuration not stated),-7.1,17.8
COCCSc1nnc(NC(=O)C2CC(=O)N(c3ccccc3)C2)s1 (configuration not stated),1.7,5.3
CCCc1ccc(C(=O)NC(=O)c2ccccc2O)cc1,-0.9,-1.9
Cc1cc(N(CN2CCCC2=O)C(=O)c2ccc(OC(C)C)cc2)no1,-1.5,5.6

Further results
Structure,H9c2 TAG inh DAPI viability,H9c2 TAG inh
O=C(O)c1ncsc1-c1ccccc1,-11.5,-12.6
CCn1c(Cc2ccccc2)nnc1SC(C)C(=O)NC1CC1 (configuration not stated),2.6,19.9
CCCCC1=NN(C(=O)c2ccncc2)C(O)(C(F)(F)F)C1 (configuration not stated),2.2,-6.2
C#CCOCCOCCOCCNc1nc(N2CCN(C(=O)[C@H]([C@@H](C)CC)n3cc([C@@H](N)Cc4ccc(O)cc4)nn3)CC2)nc(N2CCN(C(=O)[C@H](Cc3cc4ccccc4[nH]3)n3cc([C@@H](N)CC(C)C)nn3)CC2)n1,20.0,-12.2
CC(Sc1nnc(N)s1)C(=O)Nc1nccs1 (configuration not stated),-2.4,-0.3
Cc1cc2oc(C(=O)Nc3ccc(S(=O)(=O)Nc4onc(C)c4C)cc3)cc(=O)c2cc1Cl,8.7,1.3
OC(Cc1ccncc1)c1ccccc1Cl (configuration not stated),0.2,1.2
COc1cc(/C=N/NC(=O)c2cc(O)cc(O)c2)ccc1OC(=O)c1ccccc1,1.9,1.4
Cc1ccc(NC(=O)CSCC(=O)N2CCCc3ccccc32)cc1,-6.9,20.1
CC(Sc1nnc(-c2cccs2)n1-c1ccccc1)C(=O)NCc1ccc2c(c1)OCO2 (configuration not stated),-5.0,8.5
C=CCNC(=S)N(Cc1ccccc1)Cc1ccc(F)cc1,-14.8,8.0
Cc1cc2cc(CNC(=O)Nc3cccc(Cl)c3)ccc2n1C,-0.2,-16.2
CC(C)NC(=O)c1cc(C2CCCCN2C(=O)c2ccc(Cl)cc2)on1 (configuration not stated),-2.0,-10.3
O=C(NNC(=O)c1ccc(=O)[nH]c1)c1ccc(NS(=O)(=O)c2cccs2)cc1,1.3,-3.7
Cc1ccc(OCCn2c(=O)cnc3ccccc32)cc1,0.9,0.8
Oc1c(Br)cc(Br)cc1/C=N/c1nc2c(s1)CCCC2,0.7,-4.3
CC(C)c1cc(C(=O)N2CCCC(CCC(=O)NCc3ccccc3F)C2)n(C)n1 (configuration not stated),-4.6,-14.2
O=[n+]1c2c(n([O-])c3cc(F)ccc31)CCCC2,-6.6,9.5
OC[C@@H]1CN(Cc2ccncc2)C[C@H](n2cnc3c(NC4CCCC4)ncnc32)O1,-2.0,4.0
Cc1cccc(N2CC(C(=O)Nc3nnc(SCc4cccnc4)s3)CC2=O)c1 (configuration not stated),6.8,4.9
COc1cccc(-c2noc(C3CCCN(C(=O)c4cccc(F)c4)C3)n2)c1 (configuration not stated),-3.4,4.6
Cn1c(C(=O)NCCC2=CCCCC2)cc2c(=O)n3ccccc3nc21,100.4,-5.4
CCOC(=O)CNC(=O)C(CC(N)=O)NC(=O)OC(C)(C)C (configuration not stated),-4.0,-0.1
CCN(CC)S(=O)(=O)c1ccc2[nH]c(=O)[nH]c2c1,3.5,-2.6
Cc1noc(C)c1S(=O)(=O)N1CCCC(C(=O)Nc2ccc(Cl)cn2)C1 (configuration not stated),-6.5,8.8
O=C(OCc1nc2scc(-c3ccccc3)c2c(=O)[nH]1)c1cc(Cl)ccc1[N+](=O)[O-],-5.3,21.9
COc1ccccc1CN(Cc1cc2c(C)ccc(C)c2[nH]c1=O)Cc1nnnn1Cc1ccco1,6.7,8.0
COCCN(C(=O)CNC(=O)c1cccs1)C(C(=O)NC1CCCCC1)c1ccco1 (configuration not stated),-4.7,3.0
COc1ccc(C(NC(C)=O)c2ccc3cccnc3c2O)c(OC)c1 (configuration not stated),-46.3,30.2
CC(C)[C@H](NC(=O)c1ccco1)C(=O)OCC(=O)Nc1cccc(F)c1,-2.5,4.5
COc1cccc(NC(=O)CN(C)C(=O)c2ccc3c(c2)C(=O)N(CCC(C)C)C3=O)c1,-2.7,3.2
CC(=O)c1ccc(NS(=O)(=O)c2ccc(C)cc2)cc1,-7.9,8.7
Cc1cccc(NC(=O)c2ccc(CN3CCc4ccccc4C3)cc2)c1C,-1.3,-2.5
COc1ccc(NC(=O)CN(C)C(=O)c2ccc(NS(=O)(=O)c3ccc4[nH]c(=O)[nH]c4c3)cc2)cc1,5.2,5.8
CC(C)(C)Nc1nc(Cl)nc(Nc2ccccc2)n1,2.7,6.3
COc1cc(C(=O)OCC(=O)Nc2ccc(S(=O)(=O)N3CCCC3)cc2)cc(OC)c1OC,0.3,-3.1
CC(C)c1ccc(/C=C2\CC/C(=C\C=N\N(C)C)C2=O)cc1,7.6,-8.7
O=C(NCCc1ccc(Cl)cc1)c1ccc2c(c1)OCO2,0.6,-20.9
Cn1c(=O)cc(SCC(=O)N2CCN(Cc3ccc4c(c3)OCO4)CC2)c2ccccc21,0.2,4.5
CC(=O)c1cccc(NC(=O)C2CCCN(S(=O)(=O)c3ccc(F)cc3)C2)c1 (configuration not stated),-4.8,-0.2
COc1cccc(NC(=O)CN(C)C(=O)CCCc2c[nH]c3ccccc23)c1,-8.4,-12.2
CCOC(=O)c1cccc(NC(=O)CSc2nnc(-c3cccnc3)n2CC)c1,-3.5,17.8
CCc1ccc2c(CC(=O)NNC(=O)c3ccncc3)coc2c1,0.7,8.3
C/C(=N\NS(=O)(=O)c1cccc([N+](=O)[O-])c1)c1cc2ccccc2o1,-8.9,-5.9
CC(C)(Oc1ccc(Cl)cc1)C(=O)NC1CCN(Cc2ccccc2)CC1,17.3,-20.4
Cn1ncc(Cl)c1C(=O)NNC(=O)Nc1cccc2ccccc12,2.4,-2.1
O=C(N/N=C/c1cccc(O)c1)c1ccc(NC(=O)C2CCCCC2)cc1,1.2,6.6
O=C(CCC1CCCN(C(=O)c2cc(C3CC3)[nH]n2)C1)N1CCN(c2ccccn2)CC1 (configuration not stated),-6.8,2.4
